Source: PubChem BioAssay (several laboratories)
PLCb3 inh – inhibitors of human phospholipase C beta3. AID 720704. inhibition, % at 12.2 µM. Purified PLC-beta3, fluorogenic substrate, fluorescence. actives 0.18% (n = 370,000); in the data active = inhibition above about 11%;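 also: 0% = median of compound wells on plate and 100% = full blocker control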
DAX1 inh-1 – inhibitors of human orphan nuclear receptor DAX1 (NR0B1). inhibition, % at 6.75 µM. actives 0.99% (n = 340,000). AID 504766. HEK293 Gal4-DAX1 luciferase reporter, luminescence;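 active = inhibition above the mean over all tested compounds plus 3 SD, cut at about 4.2% in these data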;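 also: 0% = DAX1-transfected cells with DMSO and 100% = empty-vector control cells with DMSO; inhibition shows as a rise in luminescence from relieved DAX1 repression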
Target sequence (P51843 207-470 limits assumed): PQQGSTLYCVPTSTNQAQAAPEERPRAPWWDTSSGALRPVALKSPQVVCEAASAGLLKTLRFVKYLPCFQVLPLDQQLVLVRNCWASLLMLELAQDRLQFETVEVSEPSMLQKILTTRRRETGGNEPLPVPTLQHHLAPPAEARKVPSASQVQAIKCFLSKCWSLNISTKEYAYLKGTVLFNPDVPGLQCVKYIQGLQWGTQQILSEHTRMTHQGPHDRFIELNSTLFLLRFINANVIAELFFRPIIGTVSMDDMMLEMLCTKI
hcDAF-12 act – activates DAF-12 receptor from parasite H. contortus; HEK293 hcDAF-12 lit1-tk-luc reporter, luminescence; 0% DMSO, 100% Δ7-dafachronic acid; activation, % at 6.8 µM; actives 1.4% (n = 370,000); AID 652067;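 active = activation above the mean of all tested compounds plus 3 SD, cut at about 5.5% in these data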;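 also: 100% = response to 3 µM Δ7-dafachronic acid high control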
ssDAF-12 act – activators of S. stercoralis DAF-12 nuclear receptor; activation, % at 6.8 µM; actives 1% (n = 370,000); HEK293 ssDAF-12/GRIP1 lit1-tk-luc reporter, luminescence; % of 3 µM dafachronic acid response; AID 652126;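 active = activation above the mean over all tested compounds plus 3 SD, cut at about 0.9% in these data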;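 also: 0% = DMSO-only wells and 100% = 3 µM delta7-dafachronic acid wells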
DAX1 inh-2 – DAX1 (NR0B1) inhibition, primary screen | HEK293T StAR-luciferase reporter, SF-1/DAX-1 repression relief | inhibition, % at 6.8 µM | AID 652010 | actives 1.1% (n = 370,000);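 active = inhibition above the mean over all tested compounds plus 3 SD, cut at about 3.6% in these data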;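 also: 0% = DAX-1 cells with DMSO and 100% = cells lacking DAX-1 with DMSO; higher inhibition means more luminescence from relief of DAX-1 repression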
MBD2 DNA inh – blocks human MBD2 binding to methylated DNA | inhibition, % at 4.4 µM | actives 0.31% (n = 370,000) | Q9UBB5 | TR-FRET, MBD2 binding to methylated oligonucleotide; in the data active = inhibition above about 13%
Rev-erbA mod – modulators of human Rev-erb alpha DNA binding; P20393; Rev-erbα–FITC-DNA binding, fluorescence polarization, 90 min; activity, % at 10 µM; actives 0.79% (n = 370,000); AID 1259318;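 active = activity above about 14%, limit read from the data; passing the limit was not always enough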;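 also: 0% = DMSO wells with 35 nM protein and 100% = DMSO wells with 750 nM protein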
Target sequence (P20393 whole entry, looked up): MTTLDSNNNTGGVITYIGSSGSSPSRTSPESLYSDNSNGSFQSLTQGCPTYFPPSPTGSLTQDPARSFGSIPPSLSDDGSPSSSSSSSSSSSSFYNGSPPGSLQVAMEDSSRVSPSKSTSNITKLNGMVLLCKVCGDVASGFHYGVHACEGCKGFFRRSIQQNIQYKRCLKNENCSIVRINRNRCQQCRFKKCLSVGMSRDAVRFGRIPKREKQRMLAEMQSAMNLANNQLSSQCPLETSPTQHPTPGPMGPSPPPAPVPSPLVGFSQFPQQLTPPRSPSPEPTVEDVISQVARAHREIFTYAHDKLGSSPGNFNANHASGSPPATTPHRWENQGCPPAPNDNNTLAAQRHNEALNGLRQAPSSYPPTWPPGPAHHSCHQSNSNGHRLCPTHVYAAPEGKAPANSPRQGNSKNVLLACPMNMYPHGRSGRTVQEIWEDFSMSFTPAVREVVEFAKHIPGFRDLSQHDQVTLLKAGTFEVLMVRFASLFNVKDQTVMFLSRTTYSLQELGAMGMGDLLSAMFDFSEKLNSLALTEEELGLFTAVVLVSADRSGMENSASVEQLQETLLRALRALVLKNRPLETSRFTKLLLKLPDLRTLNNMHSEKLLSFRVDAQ
PLC-gamma1 inh – blocks human PLC-gamma1 enzyme activity; AID 720700; actives 0.84% (n = 370,000); inhibition, % at 12.2 µM; purified PLC-gamma1, fluorogenic substrate, fluorescence; in the data active = inhibition above about 9.5%
SMARCA2 activ – activators of SMARCA2 function. MG213 cells, MMTV-luciferase reporter, dexamethasone, overnight. activation, % at 9.1 µM. actives 1% (n = 370,000). AID 652017; in the data active = activation above about 7.8%;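 also: 0% = vehicle wells and 100% = reference activator wells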
hgDAF12 agonist – activates the H. glycines DAF-12 receptor ligand-binding domain; HEK293 GAL4-hgDAF12 UAS-luciferase reporter, agonist luminescence; normalized to butyrate control; activation, % at 6.8 µM; actives 1.8% (n = 370,000);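 active = activation above a cutoff set at the mean of all screened compounds plus 3 SD, cut at about 10% in these data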;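 also: 0% = DMSO wells and 100% = sodium butyrate wells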
ADAM17 inh – ADAM17 inhibition, QFRET primary screen | P78536 | recombinant ADAM17, EDANS/DABCYL FRET peptide cleavage | inhibition, % at 6.95 µM | actives 0.83% (n = 370,000) | AID 720648;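 active = inhibition above the mean of compounds lying between control limits plus 3 SD, set per campaign, cut at about 8.5% in these data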;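 also: 0% = DMSO-only wells as the low control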
* hit, by the source's call; i = inactive; · = no result given.

SMILES | PLCb3 inh | DAX1 inh-1 | hcDAF-12 act | ssDAF-12 act | DAX1 inh-2 | MBD2 DNA inh | Rev-erbA mod | PLC-gamma1 inh | SMARCA2 activ | hgDAF12 agonist | ADAM17 inh
CC1(C)CC(=O)C(C(=O)CCCCC(=O)C2C(=O)CC(C)(C)CC2=O)C(=O)C1 | 1 | -0.6 | -0.2 | -0.7 | 0.6 | 1 | -2 | -4 | -4 | -1.9 | -4
CC1CCN(S(=O)(=O)c2ccc(NC(=O)CNC3CCCCC3)cc2)CC1 | 6 | -0.3 | 1.7 | -0.6 | 0.1 | -4 | -1 | 3 | 1 | -1.0 | 1
Nc1nc(N2CCOCC2)nc(N(c2ccccc2)c2ccccc2)n1 | 6 | 0.1 | -2.6 | -0.9 | -0.1 | 3 | -5 | 1 | -1 | -0.2 | 0
CCOc1ccc(C(=O)COC(=O)Cn2cnc3c2c(=O)n(C)c(=O)n3C)cc1 | -6 | 0.6 | -1.0 | -1.3 | 1.9 | 2 | -2 | -2 | 1 | -0.7 | -3
O=C(CCl)N(C1CCCC1)C1CCS(=O)(=O)C1 (stereo not drawn) | -5 | -0.9 | -0.8 | -1.3 | -0.9 | 1 | 8 | 1 | -3 | -2.9 | 0
O=C(CSc1nnc(NC(=O)c2c(F)cccc2F)s1)NCC1CCCO1 (stereo not drawn) | 2 | 1.5 | -0.1 | -1.0 | 0.2 | 3 | -3 | 3 | 0 | 1.7 | -4
O=C(CN(Cc1cccs1)C(=O)CNS(=O)(=O)c1ccccc1)NC1CCCC1 | 5 | 0.9 | -0.8 | -0.8 | 0.4 | 0 | 0 | 2 | 2 | -2.4 | 1
CCOc1ccc(CNC(=O)CCCc2cn(C)c3ccccc23)cc1OC | 4 | -0.3 | -2.4 | -1.9 | -0.3 | 0 | 5 | 1 | 0 | -1.6 | -1
COc1ccc(S(=O)(=O)Nc2ccc3c(c2)n(C)c(=O)n3C)cc1C | -9 | 0.8 | -0.9 | -0.7 | -0.6 | 2 | -1 | -4 | -3 | -1.5 | -1
O=C(Nc1ccc(Oc2ccccc2)cc1)c1csc([C@@H]2O[C@H](CO)[C@H](O)[C@H](O)[C@H]2O)n1 | 4 | · | 1.9 | -1.0 | 0.7 | 2 | 0 | 9.7* | -2 | 0.3 | 6
CCC(C)NC(=O)c1ccc(CS(=O)(=O)Cc2ccc(Cl)cc2)o1 (stereo not drawn) | 3 | -0.3 | -0.7 | -1.1 | -0.2 | -5 | 0 | 1 | -2 | 1.0 | 0
Cc1ccc2[nH]c(=O)c(Cc3ccccc3)c(O)c2c1 | -17 | -0.5 | -0.8 | -1.2 | -0.7 | 1 | 6 | -16 | 0 | -0.2 | -10
COC(=O)c1cc(NC(=O)Cc2ccc(OC)cc2)cc(C(=O)OC)c1 | -1 | 0.5 | -2.6 | -1.2 | -0.9 | 4 | -3 | -2 | 1 | -1.1 | 0
Cc1ccc(Nc2nc(NCCCN3CCOCC3)nc(N)c2[N+](=O)[O-])cc1 | 4 | 1.8 | -0.6 | -1.0 | -0.1 | 3 | 11 | 4 | -2 | -0.9 | 2
O=S(=O)(NC1CCC(NS(=O)(=O)c2c(F)cccc2F)CC1)c1ccc2c(c1)OCCO2 (stereo not drawn) | -2 | -0.6 | -1.2 | -1.3 | 0.0 | -8 | 2 | -1 | -1 | -0.6 | -3
CCc1ccc(C(C)NC(=O)COC(=O)c2ccc(-n3cnnn3)cc2)cc1 (stereo not drawn) | -7 | 0.0 | -1.2 | -0.8 | 0.1 | 0 | -6 | 0 | -2 | -0.8 | -3
CCOc1ccc(CN(C)C(=O)CNC(=O)c2sc3ccccc3c2Cl)cc1 | 0 | 0.0 | -1.4 | -1.3 | 0.2 | -2 | 5 | 2 | -1 | -1.4 | -1
COc1ccc(/C=C/C(=O)NCCc2nc3ccccc3[nH]2)cc1 | -3 | · | 1.1 | 1.1* | -0.8 | -1 | 1 | 2 | 5 | 2.4 | 0
COc1cc2c(=O)c(-c3ccc(O)cc3)coc2cc1OC1OC(CO)C(O)C(O)C1O (stereo not drawn) | -9 | 1.1 | -0.5 | -0.6 | -0.1 | 7 | 0 | -7 | -1 | 1.5 | -15
Nc1ccc(Cc2nc3c(ccc4ccccc43)[nH]2)cc1 | -12 | -0.1 | 1.9 | -0.8 | 1.1 | 0 | 0 | -6 | 1 | 3.6 | -4
O=C(O)c1nn(Cc2csc(-c3ccccc3)n2)c(=O)c2ccccc12 | 2 | 1.0 | -1.1 | -0.3 | -0.3 | 3 | -8 | 3 | 3 | -0.1 | 1
CCOc1cc(-c2noc(CCC(=O)NCC3CCCO3)n2)ccc1OC (stereo not drawn) | -2 | 0.6 | -2.0 | -0.4 | -0.4 | 1 | -1 | 1 | 0 | 3.4 | -2
O=C1CSC(=S)N1N=Cc1ccc2c(c1)OCO2 | -6 | 2.8 | -0.4 | -1.4 | -0.7 | -7 | -1 | -2 | -4 | -1.4 | -1
CCOC(=O)c1c(NC(=O)COC(=O)C2CCC2)sc(C(=O)N(C)C)c1C | -9 | 0.7 | 0.6 | -1.6 | -0.7 | 8 | 2 | -4 | 3 | 0.7 | -3
CCN1C(=O)C(O)(CC(=O)/C=C/C=C/c2ccccc2)c2ccccc21 (stereo not drawn) | 2 | 0.1 | -1.7 | -1.3 | -1.0 | 0 | -2 | 2 | 1 | -1.5 | 4

Entries of single compounds, quoted from the list. Order of screens: PLCb3 inh, DAX1 inh-1, hcDAF-12 act, ssDAF-12 act, DAX1 inh-2, MBD2 DNA inh, Rev-erbA mod, PLC-gamma1 inh, SMARCA2 activ, hgDAF12 agonist, ADAM17 inh
`Nc1ccc(Cc2nc3c(ccc4ccccc43)[nH]2)cc1` as listed: -12, -0.1, 1.9, -0.8, 1.1, 0, 0, -6, 1, 3.6, -4
`CC1CCN(S(=O)(=O)c2ccc(NC(=O)CNC3CCCCC3)cc2)CC1` as listed: 6, -0.3, 1.7, -0.6, 0.1, -4, -1, 3, 1, -1.0, 1
`O=S(=O)(NC1CCC(NS(=O)(=O)c2c(F)cccc2F)CC1)c1ccc2c(c1)OCCO2` (stereo not drawn) as listed: -2, -0.6, -1.2, -1.3, 0.0, -8, 2, -1, -1, -0.6, -3
`CCN1C(=O)C(O)(CC(=O)/C=C/C=C/c2ccccc2)c2ccccc21` (stereo not drawn) as listed: 2, 0.1, -1.7, -1.3, -1.0, 0, -2, 2, 1, -1.5, 4

The list goes on:
SMILES | PLCb3 inh | DAX1 inh-1 | hcDAF-12 act | ssDAF-12 act | DAX1 inh-2 | MBD2 DNA inh | Rev-erbA mod | PLC-gamma1 inh | SMARCA2 activ | hgDAF12 agonist | ADAM17 inh
CN1C(=O)C(C)(C)c2cc(S(=O)(=O)N3CCCC(C(=O)Nc4ccc(Cl)cc4)C3)ccc21 (stereo not drawn) | 6 | -1.2 | -3.9 | -1.8 | -1.4 | -7 | 1 | 1 | -4 | -4.2 | 4
COC(=O)C(C)NC(=O)C1CCCN1C(=O)CNC(=O)OCc1ccccc1 (stereo not drawn) | 1 | 1.1 | -1.9 | -0.8 | 1.1 | -7 | 4 | 3 | 5 | -1.9 | -1
CC(C)C[C@H](NC(=O)N1CCn2c1nc1ccccc12)C(=O)NC1CC1 | -5 | -0.3 | -1.3 | -1.1 | 0.4 | 2 | -3 | 0 | -5 | -0.9 | 2
COc1ccc(N2C(=O)NC(NC(=O)c3cccnc3)(C(F)(F)F)C2=O)cc1 (stereo not drawn) | 2 | 2.4 | -1.5 | -1.4 | 0.0 | 0 | -8 | 1 | 2 | -0.2 | 2
C[C@H]1CCCCO[C@@H](CN(C)C(=O)NC2CCCCC2)[C@@H](C)CN([C@@H](C)CO)C(=O)c2cc(NC(=O)Cc3ccccc3)ccc2O1 | -1 | 0.3 | -0.9 | -1.7 | -1.9 | 0 | -4 | -2 | -3 | -2.1 | -5
CC(C)OC(=O)C(CC(=O)O)NCc1ccccc1 (stereo not drawn) | 3 | 0.8 | 0.4 | -0.9 | -0.5 | 4 | 0 | 2 | -1 | -0.3 | -2
CCN(CC)C(=O)c1cc2c(=O)n3cccc(C)c3nc2n1C | i | 0.5 | -1.7 | -1.4 | 0.3 | -1 | 1 | i | 6 | -3.5 | -197
COc1cc(C)c(S(=O)(=O)N2CCN(C)CC2)cc1C | 0 | -0.7 | -0.8 | -1.1 | -0.4 | -4 | 2 | 2 | 0 | 1.2 | -1
CCOC(=O)c1c(C)[nH]c(N=Nc2ccc(OC)cc2)c1C | -4 | 3.6 | 0.8 | -1.1 | 2.5 | -1 | 4 | 2 | 9.3* | 9.3 | 2
O=C(O)Cc1c(-c2ccccc2)c2cc(Cl)ccc2[nH]c1=O | -15 | -0.8 | -0.9 | -0.9 | 0.0 | 1 | 0 | -5 | -2 | -1.4 | -16
CCC(C)(C)NC(=O)C(Sc1ccccc1)c1ccccc1 (stereo not drawn) | 0 | 1.4 | -2.4 | -1.4 | -0.7 | 7 | -7 | -2 | -3 | -6.1 | -5
CC(C)=CCC/C(C)=C/C=N/NC(=O)c1ccc([N+](=O)[O-])cc1 | 0 | -0.9 | -1.5 | -0.9 | 0.3 | -8 | -7 | 2 | -4 | -0.5 | -2
C#CCOCCOCCOCCNc1nc(N2CCN(C(=O)Cn3cc(CCO)nn3)CC2)nc(N2CCN(C(=O)Cn3cc(CCCCN)nn3)CC2)n1 | 3 | 2.4 | -1.1 | -1.4 | -0.1 | -3 | -3 | -3 | -1 | -1.0 | -4
O=C(COc1ccc(Br)cc1)NNC(=O)c1cc(S(=O)(=O)N2CCOCC2)ccc1Cl | -10 | 0.1 | -0.7 | -1.2 | -0.6 | -3 | -5 | 0 | -2 | 1.5 | -3
CCCCNC1=NCCS1 | -6 | 0.1 | 0.8 | -1.4 | 1.0 | 8 | -1 | 9 | -4 | -3.3 | -7
CN(C)c1ccc(C(=S)N2CCN(c3ccccc3)CC2)cc1 | -1 | 0.8 | 1.3 | -1.4 | -1.1 | 3 | 4 | 2 | -5 | -3.4 | -3
CCOC(=O)C1(CCOc2ccccc2)CCN(Cc2cccc(OCCO)c2)CC1 | -7 | 1.6 | 1.3 | -0.3 | 0.2 | -2 | 1 | -2 | -2 | -2.6 | -1
O=C(CSc1ncn(-c2ccccc2)n1)c1cccs1 | -1 | 1.9 | 2.0 | -0.1 | 1.4 | 2 | 2 | -2 | 3 | 7.2 | -4
COc1cccc(NC(=O)CC2C(=O)NC3CCCCC3N2C(=O)c2ccccc2)c1 (stereo not drawn) | -5 | 1.1 | -0.6 | -1.1 | -1.4 | 2 | -5 | 2 | -2 | -0.3 | -2
CC(NC(=O)c1ccco1)C(=O)N1CCN(C(c2ccccc2)c2ccccc2)CC1 (stereo not drawn) | -4 | -0.4 | -0.4 | -1.5 | -2.7 | 3 | 0 | 1 | 1 | -1.8 | 0
Cc1ccc(OC(=O)Nc2ccccc2)cc1 | 0 | 2.0 | 1.4 | -0.9 | 1.3 | -2 | 0 | 1 | 1 | 4.4 | 2
CC1(C)C(CC(=O)O)CC1C(=O)O (stereo not drawn) | 3 | 0.0 | 1.1 | -0.1 | 0.3 | -7 | 7 | 4 | -3 | 1.0 | -5
COc1ccc(CNS(=O)(=O)c2ccc(F)cc2Br)cc1 | 2 | 0.2 | 1.1 | -1.6 | 0.9 | -4 | -9 | -1 | 3 | -0.3 | 1
Cc1c(N=Cc2ccncc2)c(=O)n(-c2ccccc2)n1C | -8 | 1.4 | -0.1 | -1.4 | 1.6 | 9 | -4 | -6 | 1 | 0.3 | -4
